Gal4-VP16 FLuc – Gal4-VP16 reporter inhibition counter-screen; Drosophila S2 Gal4-VP16 UAS-luciferase, luminescence, 20 h; Potency, µM (top dose mostly 53.6 µM), for inactives: at the highest dose activity, negative = inhibition, hits mostly inhibitors; hit rate 3.5% among 310,000;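 also: Gal4-VP16 expression switched on by copper sulfate through the metallothionein promoter; potency is read from the fitted curve at half-maximal effect; % is scaled to controls: 0 for no effect and ±100 for the full control effect; nearly all actives have a fitted effect of over 50% in size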
RORgamma inh – inhibitors of mouse ROR gamma transcriptional activity. P51450. Drosophila S2 Gal4-RORgamma UAS-luciferase reporter, 20 h. Potency, µM (doses to about 53.6 µM), for inactives: at the top dose activity change, negative = inhibition, actives largely listed as inhibitors. hit rate 5.4% among 310,000; also: potency is read from the fitted curve at half-maximal effect; % is scaled to controls: 0 for no effect and ±100 for the full control effect; nearly all actives have a fitted effect of over 60% in size
Target sequence (P51450 whole entry, looked up, the tested form may be a part): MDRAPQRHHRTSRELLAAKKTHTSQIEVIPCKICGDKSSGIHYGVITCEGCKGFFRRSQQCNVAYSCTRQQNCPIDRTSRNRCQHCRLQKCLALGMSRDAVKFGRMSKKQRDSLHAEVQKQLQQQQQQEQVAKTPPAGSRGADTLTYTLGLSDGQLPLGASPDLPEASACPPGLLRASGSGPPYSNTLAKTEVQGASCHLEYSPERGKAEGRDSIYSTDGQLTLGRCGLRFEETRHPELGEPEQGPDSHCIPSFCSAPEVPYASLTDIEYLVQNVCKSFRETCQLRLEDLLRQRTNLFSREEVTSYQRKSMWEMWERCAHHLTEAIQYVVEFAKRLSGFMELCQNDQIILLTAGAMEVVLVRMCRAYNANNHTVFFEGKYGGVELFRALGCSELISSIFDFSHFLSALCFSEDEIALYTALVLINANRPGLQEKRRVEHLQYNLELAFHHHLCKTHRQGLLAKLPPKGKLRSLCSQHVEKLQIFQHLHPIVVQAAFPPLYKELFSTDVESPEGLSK
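Drosophila Schneider cells stably carrying a metallothionein-driven Gal4 DBD–ROR gamma fusion and a UAS-Photinus luciferase reporter were exposed to compound for 1 hr, then induced with copper sulfate (700 uM final) for 20 hr at ambient temperature before luminescence reading.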
FLuc counter – inhibits or activates purified firefly luciferase, miR-21 counter-screen; P08659; purified FLuc, Km substrates, luminescence inhibition; Potency, µM (top dose mostly 57.5 µM), for inactives: at the highest dose activity change, negative = inhibition, hits mostly inhibitors; hit rate 6.9% among 360,000; AID 588342;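 also: potency is read from the fitted curve at half-maximal effect; plate controls were vehicle for no effect and reference inhibitor for full effect; nearly all actives have a fitted effect of over 55% in size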
Target sequence (P08659 whole entry, looked up): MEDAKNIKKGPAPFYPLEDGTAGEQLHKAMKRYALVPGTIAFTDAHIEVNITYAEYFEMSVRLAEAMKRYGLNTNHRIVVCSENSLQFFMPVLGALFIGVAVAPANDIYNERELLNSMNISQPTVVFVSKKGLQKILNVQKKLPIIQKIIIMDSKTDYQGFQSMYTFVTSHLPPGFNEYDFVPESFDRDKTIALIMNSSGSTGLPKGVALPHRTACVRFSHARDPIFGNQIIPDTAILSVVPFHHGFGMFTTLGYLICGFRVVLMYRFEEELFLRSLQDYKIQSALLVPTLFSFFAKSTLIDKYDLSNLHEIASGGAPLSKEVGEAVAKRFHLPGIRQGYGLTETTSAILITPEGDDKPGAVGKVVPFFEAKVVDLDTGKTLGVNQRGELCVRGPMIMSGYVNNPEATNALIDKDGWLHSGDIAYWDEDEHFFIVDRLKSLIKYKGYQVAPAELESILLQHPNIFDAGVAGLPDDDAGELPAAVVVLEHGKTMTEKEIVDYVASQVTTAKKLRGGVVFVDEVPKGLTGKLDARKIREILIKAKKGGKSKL
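Biochemical qHTS of compounds, final roughly 60 µM downward over six points, against 10 nM purified firefly luciferase using Km concentrations of substrates (10 uM D-luciferin, 10 uM ATP) in Tris acetate pH 7.5 buffer; luminescence output.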
PKM2 act – activators of human pyruvate kinase M2; Potency, µM (series often up to 57.5 µM), for inactives: top-dose activation, usual class: activators; hit rate 0.34% among 260,000; AID 1631; purified PKM2, Kinase-Glo ATP luminescence, activation; response scale: 0% is enzyme alone, no compound; P14618; also: potency is read from the fitted curve at half-maximal effect; % is scaled to controls: 0 for no effect and ±100 for the full control effect; nearly all actives have a fitted effect of over 55% in size
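ATP formation by purified human PK-M2, quantified via coupled luciferase luminescence after 1 h at room temperature with 0.1 mM ADP and 0.5 mM PEP final.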
Rab9 prom act – activates the Rab9 promoter | Huh7 Rab9 promoter-luciferase reporter, luminescence, 24 h | hit rate 2.8% among 320,000 | Potency, µM (series often up to 9.22 µM), inactives show at the top dose activation, negative = inhibition, hits mostly activators; also: potency is read from the fitted curve at half-maximal effect; % of control where 0% means no effect; nearly all actives have a fitted effect of over 60% in size
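Cells were plated at 1500 per well in reduced-serum medium with 10% FBS and left 2 h. Compound in DMSO was then added for 24 h at 37 °C. Reporter signal was read by luminescence after 10 min with luciferase detection reagent.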
ELG1 DNA repair – inhibitors of ELG1-dependent DNA repair in HEK293T cells; HEK293T ELG1-luciferase reporter, luminescence, 16 h; DNA damage induced by 5-fluorouridine; AID 504467; hit rate 2.3% among 330,000; Potency, µM (highest dose often 46.1 µM), inactives show at the highest dose activity change, negative = inhibition, usual class: inhibitors; also: potency is read from the fitted curve at half-maximal effect; % is scaled to controls: 0 for no effect and ±100 for the full control effect; nearly all actives have a fitted effect of over 55% in size
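Reporter activity after DNA damage by 5-fluorouridine is monitored. Compound-treated cells incubate 16 hr at 37 °C, then ONE-Glo is added for 30 min before luminescence reading.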
Mito fusion yeast – blocks mitochondrial division or promotes mitochondrial fusion. hit rate 0.23% among 320,000. S. cerevisiae fusion-defective mutant growth rescue, CellTiterGlo 48 h. Potency, µM (titrated, usually from 46.1 µM), inactives show top-dose growth rescue (activation), hits mostly activators. AID 485298;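 also: potency is read from the fitted curve at half-maximal effect; % of control where 0% means no effect; nearly all actives have a fitted effect of over 45% in size; temperature-sensitive fusion mutants such as fzo1-1 at 37 °C on non-fermentable ethanol glycerol medium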
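Luminescent cell viability in 1536-well qHTS format served as the measure of rescued growth in ts fusion-mutant S. cerevisiae cultured on non-fermentable YPEG for 48 hours at 37C.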
MBNL1 CUG block – blocks human MBNL1 binding to CUG repeat RNA; Potency, µM (titrated, usually from 57.5 µM), inactives show at the highest dose activity change, negative = inhibition, hits mostly inhibitors; Q9NR56; TR-FRET MBNL1-His/biotin-(CUG)12 binding, 665/545 ratio; hit rate 0.036% among 280,000; active = well fitted inhibition curve with a large enough effect in the signal ratio, with a control signal flat, not every such curve was filed as active; inconclusive = small, poorly fitted or top-dose-only effect, or effect the other way, or a change in a side signal; inactive = no such curve, though single readings can be large or run the other way; the % refers to the signal ratio; also: potency is read from the fitted curve at half-maximal effect; % is scaled to controls: 0 for no effect and ±100 for the full control effect
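MBNL1-His + Biotin-(CUG)12, cpd titration 92 nM–58 uM; Tb anti-His Ab 0.055 ng/ul, SA-XL665 5 nM (final); 60 min RT; ratiometric 665/545 nm, Ex 340 nm; normalized to buffer and full-complex controls.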
NPC1 prom act – NPC1 promoter activation | Huh7 NPC1 promoter luciferase reporter, 24 h | Potency, µM (highest dose often 9.22 µM), without a hit: at the highest dose activation, actives largely listed as activators | hit rate 2.4% among 320,000 | AID 485313;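 also: potency is read from the fitted curve at half-maximal effect; % of control where 0% means no effect; nearly all actives have a fitted effect of over 60% in size; reporter is driven by a mutant NPC1 promoter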
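Quantitative HTS used a cell-based reporter: Huh7 cells stably bearing the NPC1 promoter upstream of luciferase were treated with compounds for 24 h, and promoter activation was read as luminescence.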
KCNH2 3.1 inh – blocks the human KCNH2 3.1 channel isoform; hit rate 0.95% among 340,000; U2OS KCNH2 3.1, thallium flux FluxOr; stronger effect = lower value; activity change, % (tested at about 1.8 µM); AID 720553;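 active = maximum activity change below -70%; inconclusive = maximum activity change from -70% to -50%; inactive = maximum activity change above -50%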;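 also: thallium influx rate constant from kinetic fluorescence after stimulation buffer; % is scaled to controls: 0 for no effect and ±100 for the full control effect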
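Normalized rate constant (relative to positive and negative DMSO controls) derived from a 2 min kinetic fluorescence read after stimulation; U2OS cells expressing the 3.1 isoform via virus at 1.77 x 10^8 /mL.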
Menin-MLL TR inh – inhibitors of human menin-MLL interaction, mutant MLL peptide; O00255; Menin + Texas Red MLL mutant peptide, fluorescence polarization; Potency, µM (titrated, usually from 61.6 µM), inactives show at the highest dose FP activity change, negative = inhibition, actives largely listed as inhibitors; hit rate 0.23% among 270,000; AID 1768; active = well fitted inhibition curve with a large enough effect in the polarisation, with a control signal flat, not every such curve was filed as active; inconclusive = small, poorly fitted or top-dose-only effect, or effect the other way, or a change in a side signal; inactive = no such curve, though single readings can be large or run the other way; the % refers to the polarisation; also: potency is read from the fitted curve at half-maximal effect; % of control where 0% means no effect; many of its hits are not listed in these tables
An asterisk follows results filed as active; u = inconclusive; x = not tested or not shown; & = joins results of further samples; [ ] = another dose, or the depositor's remark. Unless noted, calls follow the shape of the dose curve; as a rule, active = well fitted curve in the direction sought with a large enough effect; inconclusive = small, poorly fitted or top-dose-only effect, or another doubt; inactive = no such curve, though single readings can be large; an effect the other way counts as inactive or inconclusive. A portion of the library; rates above refer to the full screens.

SMILES	Gal4-VP16 FLuc	RORgamma inh	FLuc counter	PKM2 act	Rab9 prom act	ELG1 DNA repair	Mito fusion yeast	MBNL1 CUG block	NPC1 prom act	KCNH2 3.1 inh	Menin-MLL TR inh
CCOc1ccc(NC(=O)CN2C(=O)CSc3ccc(S(=O)(=O)N4CCCC4)cc32)cc1	-2%	2%	-22%	x	-4%	-1%	-9%	-3%	-7%	1	x
CN1C=CC=C/C1=C1\SC(=S)N(Cc2ccccc2)C1=O	1%	13%	3%	6%	-8%	-17%	9%	u	1%	-6	u
C(=N\n1cnnc1)/c1ccccc1OCCOc1ccccc1	4%	32%	5%	-1%	4%	u	12%	3%	1%	-15	-12%
O=C(CCNC(=O)Cn1ccc2ccccc2c1=O)NCC1CCCC1c1ccccc1 (stereo not given)	0%	11%	-2%	-2%	-4%	18%	5%	-10%	-8%	-25	-18%
Cc1cc(C)c2oc(C(=O)Nc3ccc(S(=O)(=O)N4CCC(C)CC4)cc3)cc(=O)c2c1	5%	12%	0%&-1%	5%	-9%	u	-3%	-14%	-4%	-25	-14%
CC(C)(Sc1cc(C(C)(C)C)c(O)c(C(C)(C)C)c1)Sc1cc(C(C)(C)C)c(O)c(C(C)(C)C)c1	1%	-6%	1%	7%	-4%	-5%	-8%	-1%	1%	10	-2%
O=C1CC(Nc2ccccc2)C(=O)N1CCc1ccccc1 (stereo not given)	21%	u	4%	2%	-2%	0%	0%	-6%	4%	-9	-6%
CCN(CC)C(=O)C(=O)N/N=C/c1cccs1	2%	-16%	-4%	-5%	-1%	u	-1%	5%	-1%	6	0%
COc1cccc(C2/C(=C(\O)c3ccc4c(c3)OCCO4)C(=O)C(=O)N2CCCN2CCOCC2)c1OC (stereo not given)	1%	1%	-2%	x	-1%	9%	-4%	11%	-5%	1	x
CC(C)c1nnc(NC(=O)c2cc3cc(Br)ccc3oc2=O)s1	13%	36%	1%	-3%	-4%	-4%	-1%	u	3%	-3	x
Cc1ccc(S(=O)(=O)NCCC(=O)OCC(=O)NC(=O)c2cccn2C)cc1	0%	-19%	3%	3%	-8%	-4%	-1%	-2%	-5%	-4	x
COc1cc(OC)cc(C(=O)OCc2ccc([N+](=O)[O-])cc2)c1	3%	-1%	-1%	-6%	-11%	7%	-7%	-4%	-2%	-6	6%
O=C(COc1ccc(Cl)cc1)NCCSCc1ccccc1Cl	-1%	2%	-2%	-2%	2%	8%	u	x	0%	-1	-5%
Cc1cccnc1NC(=O)c1cccc(S(=O)(=O)N2CCCC2)c1	x	x	0%	x	-3%	0%	0%	x	1%	-1	x
Cc1onc(-c2ccccc2Cl)c1C(=O)OCC(=O)N1CCN(c2ccccc2)CC1	x	x	-3%	x	3%	-3%	11%	x	-11%	-15	x
COc1cc(C(=O)N/N=C/c2coc3ccc(Cl)cc3c2=O)ccc1O	-16%	-9%	-8%	5%	-1%	u	0%	0%	0%	-4	31%[activator]
CSc1ccc(-c2nnn(Cc3ccc(Br)cc3)n2)cc1	26%	u	u	-1%	16%	u	1%	0%	15%	-3	1%
CCOC(=O)C(C)(C)Sc1ncnc2nc[nH]c12	4%	-5%	3%	0%	-2%	-12%	-5%	1%	-2%	4	-10%
CCNC(=O)COC(=O)c1[nH]c(C)c(C(=O)OC)c1C	9%	8%	u	-5%	u	u	-12%	-9%	29%	16	-18%
COc1cc2c3c(c1)C(C)CC(C)(C)N3C(=O)C2=O (stereo not given)	-1%	-16%	0%	-2%	2%	2%	2%	u	0%	11	-17%
CCN(CC)CCCN(Cc1cc2cc(OC)c(OC)cc2[nH]c1=O)C(=O)Nc1ccccc1	8%	31%	-15%	0%	0%	u	0%	-3%	1%	-9	-6%
CCOC(=O)C1CCCN(c2nc3ccccc3nc2C(C#N)C(=O)OC(C)C)C1 (stereo not given)	-2%	-29%	-1%	-2%	-3%	-13%	17%	10%	0%	-3	-24%
COc1ccc(-c2nc(N)nc(C(F)(F)F)c2-c2ccccc2OC)c(O)c1	-6%	u	0%	x	-4%	-3%	u	-9%	-3%	7	26%
NC1=NC(=O)C2(COC(c3cccc([N+](=O)[O-])c3)OC2)S1 (stereo not given)	2%	1%	0%	-4%	-2%	1%	-6%	u	-2%	-4	-19%
CCOC(=O)c1ccc(S(=O)(=O)NNC(=O)COc2cccc(C)c2)cc1	-4%	0%	-1%	-10%	-1%	3%	-3%	-11%	-2%	-3	0%
(listing goes on)
SMILES	Gal4-VP16 FLuc	RORgamma inh	FLuc counter	PKM2 act	Rab9 prom act	ELG1 DNA repair	Mito fusion yeast	MBNL1 CUG block	NPC1 prom act	KCNH2 3.1 inh	Menin-MLL TR inh
CC(=O)c1ccc(NC(=O)COc2ccc3c(c2)OCO3)cc1	-17%	4%	-17%	-2%	-4%	u	-6%	-9%	-3%	-4	-12%
COc1ccccc1NC(=O)Nc1nc(CC(=O)NCc2cccnc2)cs1	x	x	u	x	1%	-3%	-1%	x	-4%	0	x
CCOc1cc(N2C(=O)CC3CS(=O)(=O)CC32)c(OCC)cc1NC(=O)c1ccccc1 (stereo not given)	-9%	-2%	1%	-3%	10%	7%	-4%	7%	0%	9	-19%
COc1ccc(NC(=O)COc2ccc(C(=O)OCC(=O)N(C(C)C)C(C)C)cc2OC)cc1	-7%	7%	4%	x	1%	-5%	-1%	-2%	-5%	0	-1%
O=C(Nc1cc(Cl)ccc1O)c1cc(-c2ccco2)on1	-6%	8%	u	0%	18%	u	5%	7%	24%	2	u
CC(=O)c1ccc(NC(=O)CSc2nnc(Cc3cccn3C)n2-c2ccc(F)cc2)cc1	8%	u	-1%	5%	-2%	-5%	-5%	11%	-3%	-4	1%
Cc1ccc(-c2[nH]nc3c2C(c2ccccc2OC(=O)N2CCOCC2)C(C#N)=C(N)O3)cc1 (stereo not given)	-11%	28%	-3%	-3%	-3%	0%	3%	13%	-1%	-6	-15%
CCN1CCN(CC(O)COc2ccc(Cl)cc2)CC1 (stereo not given)	11%	9%	8%	-2%	-4%	3%	6%	-5%	-3%	-19	x
COc1ccc(NC(=O)/C(C#N)=C/c2ccc(Sc3nncn3C)c([N+](=O)[O-])c2)cc1	22µM*	-40%	-15%	25%	-3%	u	7%	u	-2%	-6	u
Clc1ccc(-c2nc(Cc3ccccc3Cl)no2)cc1	5%	41%	15µM*	-3%	23%	u	-3%	1%	14%	-23	-4%
CCOC(=O)c1c(NC(=S)NCCc2ccccc2)sc2c1CC(C(C)C)OC2 (stereo not given)	1.3µM*	2.5µM*	9%	0%	-3%	u	4%	3%	-8%	-12	9%
O=C(NCCN1C(=O)S/C(=C\c2cccnc2)C1=O)c1cccc(OC(F)F)c1	-15%	-4%	-9%	27%	-2%	-20%	9%	x	-2%	12	5%
COc1ccc(CN2CCN(C(=O)c3ccc(S(=O)(=O)NCc4ccco4)cc3)CC2)cc1	x	x	3%	x	-33%[inhibitor]	0%	-2%	x	-21%	-7	x

Reformatted: entries from further up
COc1ccccc1NC(=O)Nc1nc(CC(=O)NCc2cccnc2)cs1
  Gal4-VP16 FLuc = x	RORgamma inh = x	FLuc counter = u	PKM2 act = x	Rab9 prom act = 1%	ELG1 DNA repair = -3%	Mito fusion yeast = -1%	MBNL1 CUG block = x	NPC1 prom act = -4%	KCNH2 3.1 inh = 0	Menin-MLL TR inh = x
CCOc1cc(N2C(=O)CC3CS(=O)(=O)CC32)c(OCC)cc1NC(=O)c1ccccc1 (stereo not given)
  Gal4-VP16 FLuc = -9%	RORgamma inh = -2%	FLuc counter = 1%	PKM2 act = -3%	Rab9 prom act = 10%	ELG1 DNA repair = 7%	Mito fusion yeast = -4%	MBNL1 CUG block = 7%	NPC1 prom act = 0%	KCNH2 3.1 inh = 9	Menin-MLL TR inh = -19%
Clc1ccc(-c2nc(Cc3ccccc3Cl)no2)cc1
  Gal4-VP16 FLuc = 5%	RORgamma inh = 41%	FLuc counter = 15µM*	PKM2 act = -3%	Rab9 prom act = 23%	ELG1 DNA repair = u	Mito fusion yeast = -3%	MBNL1 CUG block = 1%	NPC1 prom act = 14%	KCNH2 3.1 inh = -23	Menin-MLL TR inh = -4%
